Bioassay records (PubChem)
CD40 NFkB inh: CD40 pathway inhibition in BL2 cells; 83,000 compounds, 0.94% hits; BL2 NF-kB luciferase reporter, CD40L-induced, 4 h; inhibition, % at 10 µM;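 active = mean inhibition of at least 50% with a set share of replicates also reaching that level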;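 also: 0% = neutral control wells and 100% = IKK inhibitor VII at 50 µM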
An asterisk follows results filed as active; [ ] = remark or other dose. Some of the compounds tested; count on the stated rates, not on these rows.

SMILES	CD40 NFkB inh
COCC(C)NC(=O)c1cc(-c2ccc(OC)c(OC)c2)on1 (stereo unspecified)	-14
CC1CCCCC1NC(=O)CN1CCN(S(=O)(=O)c2ccc(Br)s2)CC1 (stereo unspecified)	4
CC1CCCC(C)N1C(=O)COC(=O)c1ccc([N+](=O)[O-])o1 (stereo unspecified)	-3
C=CCn1c(O)c2ccc(C(=O)N=NC(=O)c3ccc(F)cc3)cc2c1O	-27
CCCCn1c(=O)cc(O)c2ccccc21	7
CN(c1ccccc1)S(=O)(=O)c1cccc(C(=O)NCC(c2cccs2)N2CCOCC2)c1 (stereo unspecified)	3
NC(=O)C1(N2CCCCC2)CCN(Cc2nc(-c3cccs3)no2)CC1	3
OC[C@H]1[C@H](c2ccc(C#Cc3ccccc3F)cc2)[C@@H]2CN(CC3CCOCC3)CCCCN12	-12[25 µM]
CCCc1ccccc1OCCNS(=O)(=O)c1cc2c(cc1C)OCC(=O)N2	25
COc1ccccc1NC(=O)Oc1cccc(OC(=O)c2ccccc2)c1	-13
Cc1cccc(CCNC(=O)C2CCN(S(=O)(=O)c3c(C)noc3C)CC2)c1	0
Cc1ccnc2nc(C(=O)NCc3ccccc3)nn12	5
Cc1cc(C)nc(NNS(=O)(=O)c2ccc(F)c(Cl)c2)n1	-3
C[C@@H]1CCCCO[C@H](CN(C)S(=O)(=O)c2ccc(F)cc2)[C@H](C)CN([C@H](C)CO)C(=O)c2cc(NS(=O)(=O)c3ccc(F)cc3)ccc2O1	2
Cc1ccc(S(=O)(=O)N2CCN(CC(=O)Nc3ccccc3Cl)CC2)cc1	6
CN(C)CCCNS(=O)(=O)c1cc(Cl)ccc1Cl	9
Cc1cccc(C(=O)OCC(=O)c2c(N)n(CC(C)C)c(=O)n(C)c2=O)c1[N+](=O)[O-]	-3
NC1=NN(c2c(Cl)cc(Cl)cc2Cl)C(=O)C1	1
CCCNC(=O)C1(C)CCN(C(=O)c2cc(C)nn2C(C)(C)C)C1 (stereo unspecified)	0
CO[C@H]1CC[C@@H]2CCN(C)C(=O)[C@H](C)CN(C)C(=O)c3cc(C#N)ccc3OC[C@H]1O2	6[25 µM]
COc1ccc(C(=O)Cc2cc(OC)c(OC)cc2C(=O)c2ccccc2F)cc1OC	-20
COc1ccc(-c2ccc(S(=O)(=O)N3CCCC3)cc2)cc1	-5
CN1CCN(S(=O)(=O)c2ccc3c(c2)NC(=O)CS3)CC1	5
O=C(NCc1ccc(Cl)cc1)c1ccc(-n2cccn2)nc1	2
C[C@@H]1CCCCO[C@@H](CN(C)C(=O)c2ccncc2)[C@@H](C)CN([C@@H](C)CO)C(=O)c2cc(NS(=O)(=O)c3cccs3)ccc2O1	-14[25 µM]

Exported comma-delimited: part of the list above.
SMILES,CD40 NFkB inh
NC(=O)C1(N2CCCCC2)CCN(Cc2nc(-c3cccs3)no2)CC1,3
OC[C@H]1[C@H](c2ccc(C#Cc3ccccc3F)cc2)[C@@H]2CN(CC3CCOCC3)CCCCN12,-12[25 µM]
CCCc1ccccc1OCCNS(=O)(=O)c1cc2c(cc1C)OCC(=O)N2,25
COc1ccccc1NC(=O)Oc1cccc(OC(=O)c2ccccc2)c1,-13
Cc1cccc(CCNC(=O)C2CCN(S(=O)(=O)c3c(C)noc3C)CC2)c1,0
Cc1ccnc2nc(C(=O)NCc3ccccc3)nn12,5
Cc1cc(C)nc(NNS(=O)(=O)c2ccc(F)c(Cl)c2)n1,-3
C[C@@H]1CCCCO[C@H](CN(C)S(=O)(=O)c2ccc(F)cc2)[C@H](C)CN([C@H](C)CO)C(=O)c2cc(NS(=O)(=O)c3ccc(F)cc3)ccc2O1,2
Cc1ccc(S(=O)(=O)N2CCN(CC(=O)Nc3ccccc3Cl)CC2)cc1,6
CN(C)CCCNS(=O)(=O)c1cc(Cl)ccc1Cl,9
Cc1cccc(C(=O)OCC(=O)c2c(N)n(CC(C)C)c(=O)n(C)c2=O)c1[N+](=O)[O-],-3
NC1=NN(c2c(Cl)cc(Cl)cc2Cl)C(=O)C1,1
CCCNC(=O)C1(C)CCN(C(=O)c2cc(C)nn2C(C)(C)C)C1 (stereo unspecified),0
CO[C@H]1CC[C@@H]2CCN(C)C(=O)[C@H](C)CN(C)C(=O)c3cc(C#N)ccc3OC[C@H]1O2,6[25 µM]
COc1ccc(C(=O)Cc2cc(OC)c(OC)cc2C(=O)c2ccccc2F)cc1OC,-20
COc1ccc(-c2ccc(S(=O)(=O)N3CCCC3)cc2)cc1,-5
CN1CCN(S(=O)(=O)c2ccc3c(c2)NC(=O)CS3)CC1,5
O=C(NCc1ccc(Cl)cc1)c1ccc(-n2cccn2)nc1,2
C[C@@H]1CCCCO[C@@H](CN(C)C(=O)c2ccncc2)[C@@H](C)CN([C@@H](C)CO)C(=O)c2cc(NS(=O)(=O)c3cccs3)ccc2O1,-14[25 µM]

Continued.
SMILES	CD40 NFkB inh
NC(=O)CCCSc1nc2ccccc2[nH]1	2
O=C(C[C@H]1CC[C@H]2[C@@H](COC[C@@H](O)CN2Cc2ccc(C(F)(F)F)cc2)O1)N1CCc2ccccc2C1	37[25 µM]
COc1ccc(OC)c(C(=O)c2ccc(C(=O)Nc3ccc(NC(C)=O)cc3)cc2)c1	-1
CN(C(=O)COc1ccc(Cl)cc1Cl)C1(C)CCS(=O)(=O)C1 (stereo unspecified)	2
O=[N+]([O-])c1ccc(/C=N/N/C(=N/c2ccccn2)c2ccccn2)cc1	-66
C[C@H]1CN([C@@H](C)CO)C(=O)CCCn2cc(nn2)CO[C@@H]1CN(C)Cc1ccc2cccnc2c1	-6[25 µM]
CN(C)CCn1c(C(=O)O)cc2ccccc21	8
CCOC(=O)C1CCN(CC(O)COCc2ccc3c(c2)OCO3)CC1 (stereo unspecified)	5
O=C(Nc1nncs1)c1ccc(S(=O)(=O)c2ccccc2)cc1	5
O=C(O)CC(NC(=O)C12CC3CC(CC(C3)C1)C2)c1ccc(OC2CCCC2)cc1 (stereo unspecified)	12
O=C(C[C@H]1C[C@H]2c3cc(NC(=O)Nc4ccc(C(F)(F)F)cc4)ccc3O[C@H]2[C@H](CO)O1)NCc1cc(F)ccc1F	0[25 µM]
COc1ccc(OC)c2c(C)cc(N3CCN(C(=O)c4ccc(Cl)cc4)CC3)nc12	-6
CC(C)CNS(=O)(=O)c1ccc(CCC(=O)NCCC2=CCCCC2)cc1	15
C[C@H]1CN([C@@H](C)CO)C(=O)CCCn2cc(nn2)CO[C@H]1CN(C)Cc1ccccc1C(F)(F)F	14[25 µM]
O=C(COCc1cc(-c2ccc3c(c2)OCO3)on1)N1CCCCC1	-68
CCn1c(O)c2ccc(C(=O)N=NC(=O)c3cccnc3)cc2c1O	2
CNc1nc2c(Cl)cc(Cl)cc2s1	-7
O=C(Nc1cccc(Cl)c1)N1N=CCC1c1ccccc1 (stereo unspecified)	3
COc1cccc(NC(=O)C2CCN(c3cnccn3)CC2)c1	20
c1ccc(-c2nc(N3CCOCC3)cc(N3CCOCC3)n2)cc1	7
CC1CCN(c2ccc([N+](=O)[O-])cc2C(=O)N2CCOCC2)CC1	-9
N#C[C@@H]1[C@@H](c2ccccc2-c2cccc(F)c2)[C@@H](CO)N1C(=O)CN1CCOCC1	-4[25 µM]
CC1=C(C#N)c2nc(N)c(C#N)c(C)c2/C1=C\c1ccccc1	49*
COc1ccc(N(C)C(=O)c2onc3c2CCCC3)cc1	2
CCCCC(=O)N=c1sc2cc(S(C)(=O)=O)ccc2n1C	-24
(more compounds)
SMILES	CD40 NFkB inh
CCCCCCn1nc(C(=O)N(CCOC)c2c(N)n(CCCC)c(=O)[nH]c2=O)c2ccccc2c1=O	1
Cc1cc(C(=O)OCC(=O)Nc2ccccc2C(F)(F)F)on1	9
S=C(NCCC1=CCCCC1)NCc1ccco1	-3
N#Cc1ccsc1NC(=O)CN1C(=O)NC2(CCCC2)C1=O	-21
C[C@H](CO)N1C[C@H](C)[C@H](CN(C)C(=O)Nc2ccccc2)Oc2cc(-c3cccc(C(=O)N(C)C)c3)ccc2S1(=O)=O	-9[25 µM]
CCOC(=O)c1cnc(SCC)[nH]c1=O	9
CCOC(=O)c1c(C)n(C)c2c(C)cc(O)c(OC(C)=O)c12	8
C[C@H]1CN([C@@H](C)CO)C(=O)c2cc(-c3cncnc3)cnc2O[C@@H]1CN(C)Cc1ccncc1	-3[25 µM]
O=C(COC(=O)CCSc1ccc(Cl)cc1)NCc1ccco1	-1
COc1cccc(NC(=O)CSc2nc3ccsc3c(=O)n2-c2ccc(C(=O)O)cc2)c1	4
Cc1ccc(CN(C)C(=O)C2CCCN2C(=O)c2cccs2)o1 (stereo unspecified)	2
CCN(CC)CCCOC(=O)c1ccc(OC)cc1O	12
C[C@@H]1CN([C@H](C)CO)C(=O)c2cc(NS(=O)(=O)c3ccccc3)ccc2O[C@H]1CN(C)S(=O)(=O)c1cn(C)cn1	12
COCCN1CCn2c(nc3cc(NC(C)=O)ccc32)C1	12
O=C(COc1ccccc1)NCCS(=O)(=O)N1CCN(c2ccccc2)CC1	1
O=C(c1cnsn1)N1CCN(c2ccccn2)CC1	3
CC(=O)Nc1ccc(NC(=O)CN(C)CCC#N)cc1	-3
CCNC[C@@H]1[C@@H](c2ccc(-c3ccc(F)cc3)cc2)[C@@H](CO)N1C(=O)C1CC1	6[25 µM]
CCc1nc(N2[C@H](C#N)[C@H](c3ccccc3-c3ccccc3C)[C@H]2CO)sc1C	-1[25 µM]
O=C(C1CCC(=O)N(C2CCCC2)C1)N1CCC(Oc2ccccc2Cl)CC1 (stereo unspecified)	3
O=S1(=O)NC(=NCCc2ccccn2)c2ccccc21	2
Cc1ccc(S(=O)(=O)N(CC(=O)NCc2ccc(F)cc2)C(=O)N2CCN(C)CC2)cc1	4
O=C(CCn1ccc2ccccc21)NC1CCCc2ccccc21 (stereo unspecified)	3
FC(F)(F)c1cnc(NNC(=S)Nc2cccnc2)c(Cl)c1	5
COc1cccc(N2CC(NS(=O)(=O)c3cccs3)CC2=O)c1 (stereo unspecified)	24
Continued.
SMILES	CD40 NFkB inh
C[C@H]1CN([C@@H](C)CO)C(=O)Cc2cc(NS(=O)(=O)c3cccs3)ccc2O[C@@H]1CN(C)Cc1ccc(Cl)c(Cl)c1	57*
O=C(Nc1ncccc1O)c1ccc(S(=O)(=O)N2CCCCCC2)cc1	-26
CC(=O)N1CCN(C(=O)c2ccc(NS(=O)(=O)c3ccc4c(c3)OCCO4)cc2)CC1	15
CC1(C)Cc2c(sc3nc(-c4ccccc4)oc(=O)c23)CO1	-39
Cc1ccc(CS(=O)(=O)c2nsc(C)c2C#N)cc1	7
COc1ccc(NS(=O)(=O)c2cccc(C(=O)NNC(=O)c3cccc(NC(C)=O)c3)c2)cc1	2
Cc1cccc(N2C(=O)CC(SC(N)=Nc3ccccc3)C2=O)c1 (stereo unspecified)	5
CC(=O)N(C(C)=O)N1C(=O)C2C3c4ccccc4C(c4ccccc43)C2C1=O (stereo unspecified)	43
c1ccc(N2CCN(c3nc(NCc4ccco4)c4ccccc4n3)CC2)cc1	29
COc1ccccc1/C=C/C(=O)OCCN1CCOCC1	-18
COC(=O)c1cc(C(=O)OC)[nH]n1	0
CCNC(=O)CN(c1ccc(Br)c(C)c1)S(C)(=O)=O	10
c1ccc(CNc2nc(-c3ccccn3)nc3ccccc23)cc1	12
Cc1nnc(NC(=O)c2ccc(S(=O)(=O)N(C)Cc3ccccc3)cc2)o1	15
CN(C)CC(=O)N1[C@H](C#N)[C@@H](c2ccc(/C=C/c3ccccc3)cc2)[C@H]1CO	31[25 µM]
O=C(OCC(=O)N1CCCC1=O)c1ccc(O)cc1O	-24
O=C(CN1C(=O)NC2(CCCCCC2)C1=O)NCc1ccccc1Cl	-2
CCc1ccc(NC(=O)COC(=O)Cn2cnc3ccccc32)cc1	-2
CN(C)C(=O)c1ccc(-c2ccccc2[C@@H]2[C@@H](C#N)N(C(=O)C3CCCCC3)[C@H]2CO)cc1	-20[25 µM]
COc1ccc(CCN2CC(C(=O)OCC(=O)c3c(N)n(CC(C)C)c(=O)n(C)c3=O)CC2=O)cc1OC (stereo unspecified)	14
CC1CCc2cccc3c(O)cc(=O)n1c23 (stereo unspecified)	9
Nc1ccc2cccc(O)c2c1	-17
COc1ccc(Cl)cc1NC(=O)CN(C)C(=O)CNC(=O)C12CC3CC(CC(C3)C1)C2	4
CC(C)=NOC(=O)c1c(C)noc1-c1snnc1C	9
C[C@H]1CN(C)C(=O)c2cccc(N)c2O[C@@H]1CN(C)C(=O)OC(C)(C)C	0
The results go on.
SMILES	CD40 NFkB inh
CN(CC(=O)Nc1ccc(Cl)cc1)C(=O)C1=COCCO1	-7
O=c1[nH]c(NCc2ccccc2)nc2c1CCC2	0
O=C(C(=Cc1ccccc1)CN1CCCCC1)c1ccccc1	73*
Cc1ccc(NC(=O)COc2coc(CN3c4ccccc4CC3C)cc2=O)c(C)c1 (stereo unspecified)	2
O=C(C1Cc2ccccc2CN1S(=O)(=O)c1ccccc1[N+](=O)[O-])N1CCOCC1 (stereo unspecified)	7
COc1cccc(OCC(O)CNC(=O)c2oc3ccc(C)cc3c2C)c1 (stereo unspecified)	5
O=C(CN1CCN(S(=O)(=O)c2ccc(F)c(Cl)c2)CC1)N1CCc2ccccc2C1	2
Cc1nc(-c2ccc(NC(=O)c3ccc(Br)o3)cc2)cs1	-8
O=C(N[C@H]1CC[C@@H](CCNS(=O)(=O)c2ccc(F)cc2)O[C@@H]1CO)C1CCC1	-4[25 µM]
Nc1nc(-c2nonc2N)no1	8
COc1ccc(NC(=O)Nc2ccc3c(c2)C(=O)N([C@@H](C)CO)C[C@@H](C)[C@H](CN(C)C(=O)Nc2ccc(F)cc2)OCCCC[C@@H](C)O3)cc1	-7
Cc1cc2nnc(SCC(=O)NCc3cccs3)n2c(N)n1	13
CCOC(=O)c1c(NC(=O)COc2ncnc3sccc23)sc2c1CCC2	24
COc1ccc2c(CCNC(=O)c3ccc([N+](=O)[O-])cc3)c[nH]c2c1	-23
C[C@H](CO)N1C[C@H](C)[C@H](CN(C)Cc2ccc(Cl)c(Cl)c2)Oc2c(NC(=O)CCCCCC(=O)Nc3ccccc3N)cccc2C1=O	-9[25 µM]
CC(Oc1cc(C(F)(F)F)cc(C(F)(F)F)c1)C(=O)NC(N)=O (stereo unspecified)	5
O=C(N/N=C/c1ccc2nccnc2c1)c1ccc(Br)cc1	-7
O=C(OCCOc1ccc(Br)cc1)c1cnccn1	5
NC(=O)N(N)c1nc(N2CCCC2)nc(N2CCCC2)n1	2
O=C(O)c1nn(CC(=O)N2CCN(c3ccccc3)CC2)c(=O)c2ccccc12	6
COc1ccc2oc(C(=O)OCC(=O)Nc3ccc(N4CCOCC4)cc3)c(C)c2c1	11
